Screens from PubChem BioAssay.
proCasp3 act: activators of human procaspase-3 D3A mutant, primary screen, biochemical, absorbance, PC-3 D3A mutant, single concentration; Caspase-3 (Homo sapiens), P42574; recombinant procaspase-3 D3A, Ac-DEVD-pNA absorbance 405 nm; activation, % at 8.5 µM; 0.11% of 330,000 active;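 active = activation above the mean of all tested compounds plus 3 SD, cut at about 21% in these data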;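 also: 0% = DMSO alone and 100% = DMSO wells spiked with extra 5 µM PC-3 D3A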
Target sequence (P42574 whole entry D9A/D28A/D175A): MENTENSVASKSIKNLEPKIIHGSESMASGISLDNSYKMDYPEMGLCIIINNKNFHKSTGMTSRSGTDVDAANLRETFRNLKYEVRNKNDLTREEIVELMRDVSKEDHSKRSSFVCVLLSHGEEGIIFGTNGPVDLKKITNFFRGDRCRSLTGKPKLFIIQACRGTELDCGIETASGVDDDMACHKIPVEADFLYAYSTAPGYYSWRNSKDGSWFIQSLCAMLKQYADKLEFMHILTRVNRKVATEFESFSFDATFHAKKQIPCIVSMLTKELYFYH
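material = Procaspase-3 D3A mutant | probe or stimulus = Ac-DEVD-pNA | compound = single dose, 8.5 µM nominal compound, 0.8% DMSO | timing = 1 h preincubation, 2 h reaction | measured by = 405 nm absorbance of p-nitroaniline, reads at 0 and 120 min | benchmarks = DMSO-only low control, 5 µM PC-3 D3A high control | repeats = singlicate, each compound tested once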
PP1 counter: PP1-alpha phosphatase inhibitors, primary screen, counter-screen for PP5 inhibitor project, biochemical, fluorescence, OMFP substrate, single point. Serine/threonine-protein phosphatase PP1-alpha catalytic subunit (Homo sapiens), P62136. purified PP1alpha. inhibition, % at 6.7 µM. 0.9% of 320,000 active. AID 2235, 2010;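 active = inhibition above the mean inhibition of all tested compounds plus 3 SD, computed separately for each screening campaign, cut at about 15% in these data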
proCasp7 act: procaspase-7 activators, primary screen, counter-screen for procaspase-3 activator project, biochemical, absorbance, HTS, human. recombinant procaspase-7, Ac-DEVD-pNA absorbance 405 nm; D23A/D198A/D206A triple mutant, cannot self-cleave; scale: DMSO 0, 5 µM enzyme 100. AID 463210, 2010. 0.093% of 330,000 active. activation, % at 8.5 µM;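 active = percent activation above the screen-wide mean plus 3 SD, cut at about 25% in these data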
Target sequence (P55210 whole entry D23A/D198A/D206A): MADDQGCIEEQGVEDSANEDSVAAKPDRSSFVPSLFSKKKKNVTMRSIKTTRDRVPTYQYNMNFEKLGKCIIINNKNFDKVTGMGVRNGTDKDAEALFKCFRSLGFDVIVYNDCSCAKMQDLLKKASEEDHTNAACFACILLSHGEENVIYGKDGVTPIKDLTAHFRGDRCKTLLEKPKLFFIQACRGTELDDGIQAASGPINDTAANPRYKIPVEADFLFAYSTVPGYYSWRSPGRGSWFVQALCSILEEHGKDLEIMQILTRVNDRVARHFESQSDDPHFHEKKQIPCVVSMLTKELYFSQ
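Detection: p-Nitroaniline absorbance at 405 nm, read at 0 and 120 min; system: Uncleavable procaspase-7 mutant enzyme; evaluation: % activation from two-timepoint absorbance difference, scaled to controls; times: 1 h enzyme–compound preincubation and 2 h substrate reaction, both 25 °C; buffer or medium: Zinc-free HEPES pH 7.4 with 300 mM NaCl, 0.01% Triton X-100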
Fh CTSL1 inh: Fasciola hepatica cathepsin L1 inhibitors, primary screen, counter-screen for PFM18AAP inhibitor project, biochemical, QFRET, fluorogenic peptide substrate. 0.49% of 300,000 active. inhibition, % at 5.96 µM. recombinant F. hepatica cathepsin L1, Z-Leu-Arg-MCA fluorescence. AID 1906, 2009;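 active = inhibition above the mean of all tested compounds plus 3 SD, set per screening campaign, cut at about 17% in these data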;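 also: 0% = plate median of test compound wells and 100% = 1 µM Z-Phe-Ala-diazomethylketone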
TPT1 inh: Candida albicans TPT1 enzyme inhibitors, primary screen, biochemical, fluorescence polarization; AID 1962, 2009; recombinant caTPT1, FP RNA substrate dephosphorylation; 0.81% of 300,000 active; tRNA 2'-phosphotransferase TPT1 (Candida albicans SC5314); inhibition, % at 5 µM;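 active = inhibition above the mean of all tested compounds plus 3 SD, set per screening campaign, cut at about 24% in these data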;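 also: plate controls were DMSO alone for no effect and ferristatin control at 100 nM for full effect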
HCV core dimer: inhibitors of HCV core protein dimerization, primary screen, biochemical, TR-FRET, high-throughput; TR-FRET GST/Flag-core106 dimerization, 1536-well; inhibition, % at 5 µM; 0.33% of 300,000 active; AID 1899, 2009;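 active = inhibition above the mean of all tested compounds plus 3 SD, set per screening campaign, cut at about 45% in these data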
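Material: Tagged HCV core106 pair (GST and Flag) | Amount: GST-core106 13.5 nM, Flag-core106 17 nM | Medium: KF-containing HEPES buffer, pH 7.45, DTT, CHAPS, BSA | Reagent: Eu donor and XL665 acceptor anti-tag antibodies | Schedule: 4 h at 22.5 °C | Technique: Time-resolved FRET, ex 340 nm, em 617 and 671 nm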
GASC-1 inh: inhibitors of GASC-1 histone demethylase, primary screen, biochemical, fluorescence, DELFIA europium; Lysine-specific demethylase 4C (Homo sapiens), Q9H3R0; GST-JMJD2C(1-420) H3K9me3 demethylation; inhibition, % at 2.35 µM; 0.069% of 330,000 active;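 active = more than half of a compound's replicate wells show inhibition beyond 50%, single wells judged on their own value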;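 also: signal counts dimethyl H3K9 product captured on neutravidin plate; 0% = median of DMSO wells and 100% = 0.3 times that DMSO median; strong numbers were not always called active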
Efflux pump inh: inhibitors of Candida efflux pumps in yeast, primary screen, S. cerevisiae, Nile Red, multiplex | S. cerevisiae Candida pump triplex | inhibition, % at 10 µM | 0.44% of 330,000 active;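 active = plate passing quality check with inhibition over a set limit, or well fluorescence over plate mean plus 4 SD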;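 also: Nile Red retained in pooled yeast measured as flow cytometry median fluorescence; 0% = buffer negative control and 100% = Enniatin B positive control; higher means more Nile Red kept so more efflux inhibition; some compounds called inactive have numbers as strong as hits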
PP5 primary: PP5 phosphatase inhibitors, primary screen, biochemical, fluorescence | Serine/threonine-protein phosphatase 5 (Homo sapiens), P53041 | purified PP5c, OMFP substrate fluorescence | inhibition, % at 6.7 µM | 0.18% of 320,000 active;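 active = inhibition above the campaign's mean inhibition across all tested compounds plus 3 SD, cut at about 9.5% in these data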;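 also: 0% = DMSO only and 100% = 100 µM cantharidin control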
Target sequence (P53041 whole entry, looked up): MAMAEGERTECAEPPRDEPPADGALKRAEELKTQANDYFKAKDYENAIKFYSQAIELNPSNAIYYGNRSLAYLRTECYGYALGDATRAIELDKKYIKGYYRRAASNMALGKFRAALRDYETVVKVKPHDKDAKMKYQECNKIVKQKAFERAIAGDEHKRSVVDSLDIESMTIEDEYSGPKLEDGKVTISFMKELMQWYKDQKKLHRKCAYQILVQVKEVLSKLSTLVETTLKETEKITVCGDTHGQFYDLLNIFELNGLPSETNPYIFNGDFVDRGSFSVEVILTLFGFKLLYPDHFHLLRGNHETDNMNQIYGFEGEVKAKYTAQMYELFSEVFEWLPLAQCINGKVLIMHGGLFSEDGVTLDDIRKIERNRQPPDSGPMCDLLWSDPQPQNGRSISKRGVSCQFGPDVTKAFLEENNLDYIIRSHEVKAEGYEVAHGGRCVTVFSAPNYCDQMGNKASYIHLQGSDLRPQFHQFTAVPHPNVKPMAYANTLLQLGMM
* hit, by the source's call; / = not tested or not shown.

#1 CCCSc1ncc(Cl)c(C(=O)Nc2ccc(S(=O)(=O)Nc3ncccn3)cc2)n1
#2 CCn1c(CCc2ccccc2)nnc1SCC(N)=O
#3 CCNC(=S)NC1CC2CCC(C1)N2Cc1ccccc1 (configuration not stated)
#4 O=c1[nH]cc(N2CCCCCC2)c(=O)[nH]1
#5 O=C(NCCCn1ccnc1)/C(=C/c1cccs1)NC(=O)c1ccco1
#6 CCN1CCCC1CN(Cc1cc2c(C)cc(C)cc2[nH]c1=O)C(=O)NC1CCCCC1 (configuration not stated)
#7 CCOc1ccc(C(NC(=O)c2ccco2)c2ccc(OC)c(OC)c2)cc1 (configuration not stated)
#8 COc1cc(NS(=O)(=O)c2ccc(NC(=S)Nc3ccccc3)cc2)nc(OC)n1

Compound	1	2	3	4	5	6	7	8
proCasp3 act	-6	2	2	-2	11	4	6	-6
PP1 counter	-2	1	3	-2	1	-5	-1	-4
proCasp7 act	2	13	-12	6	-2	10	-7	-5
Fh CTSL1 inh	2	4	-3	-1	-4	2	-3	1
TPT1 inh	-4	-4	0	-1	-4	4	3	0
HCV core dimer	6	-5	-7	2	-2	2	-8	11
GASC-1 inh	-5	-5	-12	30	-29	1	18	1
Efflux pump inh	0.0	0.0	0.0	0.1	0.0	-0.2	0.1	2.6
PP5 primary	3.9	-2.1	1.2	-1.9	-0.5	-0.6	5.0	-2.1

#9 Cc1ccc2ncnc(Nc3cccc([N+](=O)[O-])c3)c2c1
#10 CN(CCCC1CCCC1)C(=O)CC1C(=O)NCCN1Cc1ccc(F)cc1 (configuration not stated)
#11 COc1ccc(NC(=O)CSCC(=O)Oc2c(OC)cccc2OC)cc1
#12 COC(=O)c1c(NC(=O)C(=O)NCC2CCCO2)sc2c1CC(C)(C)OC2 (configuration not stated)
#13 O=C(C1CCCCC1)N1CCc2ccccc21
#14 Cc1ccc(NC(=O)/C=C/c2ccc3c(c2)OCO3)cc1S(=O)(=O)N1CCOCC1
#15 O=C(COc1ccccc1Cl)N1CCN(c2ccc([N+](=O)[O-])c(N3CCCCC3)c2)CC1
#16 COc1cc(/C=C\C(=O)OCn2nnc3ccccc3c2=O)cc(OC)c1OC

Compound	9	10	11	12	13	14	15	16
proCasp3 act	-7	-2	12	6	-2	2	-2	-4
PP1 counter	-4	2	-2	-4	-2	1	7	0
proCasp7 act	0	-7	8	-15	6	3	-14	-2
Fh CTSL1 inh	1	4	2	3	0	3	2	-16
TPT1 inh	3	-1	0	-1	0	10	-1	-2
HCV core dimer	6	-2	0	-15	-2	8	14	-11
GASC-1 inh	9	49	-21	4	-49	-1	-1	7
Efflux pump inh	-0.1	-0.3	0.0	-0.1	0.3	-0.6	0.1	-0.1
PP5 primary	-2.6	0.9	-0.9	5.6	-0.1	1.5	1.8	6.7

Brought forward from above: 2 entries, followed by the next part.
#15 O=C(COc1ccccc1Cl)N1CCN(c2ccc([N+](=O)[O-])c(N3CCCCC3)c2)CC1
#16 COc1cc(/C=C\C(=O)OCn2nnc3ccccc3c2=O)cc(OC)c1OC
#17 CCC(C(=O)N1CCc2cc(OC)c(OC)cc2C1)c1ccccc1 (configuration not stated)
#18 CSc1ccccc1NC(=O)CN(C)Cc1ccc(Br)cc1
#19 COc1ccc(NC(=O)Nc2cccs2)cc1Cl
#20 COc1ccc(CC(=O)Nc2ccc3nc(C)sc3c2)cc1OC
#21 Cn1c(N)c(C(=O)COC(=O)c2ccc3c(c2)OCCO3)c(=O)n(C)c1=O
#22 Cc1cccc(NC(=O)C2CCN(S(C)(=O)=O)CC2)c1C
#23 O=C(/C=C/c1ccccc1)NC1CC2CCC1C2 (configuration not stated)
#24 CC(C)(C)c1nn(-c2ccccc2)c2[nH]c(=O)c(CNc3ccc4c(c3)OCCO4)cc12

Compound	15	16	17	18	19	20	21	22	23	24
proCasp3 act	-2	-4	-4	-11	-5	-4	6	5	-7	-9
PP1 counter	7	0	-2	1	0	0	-1	-1	-5	1
proCasp7 act	-14	-2	0	3	-4	-4	0	5	8	-18
Fh CTSL1 inh	2	-16	4	4	-3	-1	-1	2	2	-2
TPT1 inh	-1	-2	-1	1	-1	3	-1	-1	0	-2
HCV core dimer	14	-11	3	7	-6	-3	5	6	5	2
GASC-1 inh	-1	7	8	-3	-2	-4	12	-5	1	4
Efflux pump inh	0.1	-0.1	-0.1	0.2	-0.1	0.1	-0.1	-0.1	0.0	-0.2
PP5 primary	1.8	6.7	0.3	-1.1	2.9	4.0	0.2	11*	-0.3	4.2

#25 CC(Oc1ccccc1F)C(=O)/C=C/N(C)C (configuration not stated)
#26 COc1ccc(CC2(CO)COc3ccccc3C2=O)cc1 (configuration not stated)
#27 Cc1ccn(-c2cc(O)c(-n3ccc(C)n3)cc2O)n1
#28 CCc1nnc2n1N=C(c1ccc([N+](=O)[O-])cc1)CS2
#29 CCC(=O)Oc1ccc(C(=O)Nc2ccc3c(c2)C(=O)N(C2CCCCC2)C3=O)cc1
#30 CCOc1ccccc1OCC(=O)Nc1ccc(Cl)cc1Cl
#31 CCOc1ccc(NC(=O)CN2CCCC2c2cccs2)cc1S(=O)(=O)N1CCCC1 (configuration not stated)
#32 O=S(=O)(O)c1nc2ccccc2n1Cc1ccc(Cl)cc1

Compound	25	26	27	28	29	30	31	32
proCasp3 act	-6	-2	-7	-11	-5	0	-2	4
PP1 counter	-1	-3	-1	-4	-1	1	1	0
proCasp7 act	-3	2	-40	11	8	11	-5	-1
Fh CTSL1 inh	0	1	-5	-1	-9	0	/	-2
TPT1 inh	-3	-1	-1	-2	-2	0	/	-7
HCV core dimer	2	-5	6	-2	-4	1	/	11
GASC-1 inh	7	-4	-13	179	9	9	0	7
Efflux pump inh	0.1	0.2	0.0	-0.1	-0.1	0.1	0.0	0.0
PP5 primary	1.3	3.1	-0.1	1.9	1.1	1.3	2.0	1.2

#33 c1ccc2c(c1)N1CCCN=C1N2CCN1CCCCC1
#34 CCCCN(CC)CCCNC(=O)Cn1nc(Cc2cccnc2)c2ccccc2c1=O
#35 CCOC(=O)N1CCN(C(=O)c2ccc(CS(=O)(=O)c3ccc(OC)cc3)o2)CC1
#36 Cc1cc(C(=O)NNC(=O)Nc2cccc(C(F)(F)F)c2)no1
#37 O=C(NCCOc1ccccc1Cl)c1cccc2c1C(=O)c1ccc(Cl)cc1S2(=O)=O
#38 O=C(Nc1cc(Cl)ccc1Cl)c1ccco1
#39 Cc1cc(C)c(NC(=O)CSc2nnc(CNC(=O)c3ccco3)o2)c(C)c1
#40 O=C(CSc1nc2ccccc2[nH]1)N1CCN(S(=O)(=O)c2ccc(Cl)cc2)CC1

Compound	33	34	35	36	37	38	39	40
proCasp3 act	4	-3	7	-10	-1	3	2	-3
PP1 counter	2	0	-6	-2	-2	-4	8	0
proCasp7 act	6	7	-1	-2	6	3	5	9
Fh CTSL1 inh	-2	-1	-1	-2	/	-1	1	-1
TPT1 inh	-2	-2	0	-1	/	-1	0	-2
HCV core dimer	0	3	1	2	/	3	6	11
GASC-1 inh	-16	23	-4	11	-2	0	-2	5
Efflux pump inh	0.1	0.3	0.0	0.1	-0.1	-0.1	0.1	0.1
PP5 primary	0.9	1.7	4.0	2.7	1.4	1.4	-0.2	-2.6

#41 COc1cccc(N2CCN(C(=O)c3nc4nc(C)cc(C)n4n3)CC2)c1
#42 C/C(=N\N1CCN(c2ccccc2)CC1)c1ccccc1O
#43 CC(=O)c1ccc(NC(=S)Nc2cccc3ccccc23)cc1
#44 COc1ccc(C(=O)O/N=C(\N)c2ccccc2Cl)cc1OC
#45 CN(C)/C=C/C1=C([N+](=O)[O-])C(c2cccc([N+](=O)[O-])c2)NC(=O)N1 (configuration not stated)
#46 CN(Cc1nc(-c2cccs2)no1)CC1COCCO1 (configuration not stated)
#47 COc1ccc2c(Cl)c(-c3nnc(SCC(N)=O)n3C)sc2c1
#48 COc1ccc(N(CC(=O)NCCSC2CCCCC2)S(=O)(=O)c2ccc(C)cc2)cc1

Compound	41	42	43	44	45	46	47	48
proCasp3 act	7	-3	-13	-1	-6	-4	-6	1
PP1 counter	1	-2	5	1	5	2	2	-6
proCasp7 act	3	3	-20	-4	0	2	6	-2
Fh CTSL1 inh	6	0	1	-3	2	2	3	2
TPT1 inh	-1	1	3	0	2	-1	6	5
HCV core dimer	-2	8	6	-1	-2	10	-13	5
GASC-1 inh	-5	16	-3	43	-5	7	-2	-5
Efflux pump inh	-0.3	0.0	0.0	0.0	0.0	0.1	0.6	0.0
PP5 primary	-1.2	-1.2	3.6	0.5	-2.7	-0.3	2.5	1.5

Structures above marked active in PP5 primary:
entry | SMILES | proCasp3 act | TPT1 inh | HCV core dimer | GASC-1 inh | Efflux pump inh | PP5 primary
22 | Cc1cccc(NC(=O)C2CCN(S(C)(=O)=O)CC2)c1C | 5 | -1 | 6 | -5 | -0.1 | 11*

(further entries)
#49 CC(C)(C)NC(=O)NC(=O)COC(=O)C1c2ccccc2Oc2ccccc21
#50 Cc1c(CCC(=O)O)c(=O)oc2cc(OCc3ccccc3Br)ccc12
#51 CCNC(=O)COC(=O)/C=C/c1ccccc1[N+](=O)[O-]
#52 Cc1cc(C)cc(NC(=O)c2ccc(S(=O)(=O)NCc3cccnc3)cc2)c1
#53 CCCOc1ncnc2c1[nH]c1ccc(OC)cc12
#54 O=C(O)c1cccc(Cn2c(Cl)c(/C=N/Nc3ccccc3)sc2=O)c1
#55 COc1ccc(CN(Cc2cc3cc(C)ccc3[nH]c2=O)C(=O)N(C)C)cc1

Compound	49	50	51	52	53	54	55
proCasp3 act	-3	5	4	-1	9	-11	3
PP1 counter	-8	1	1	-2	1	5	0
proCasp7 act	-5	17	0	7	4	-27	0
Fh CTSL1 inh	2	1	-21	2	0	2	3
TPT1 inh	1	-2	-3	0	-5	48*	-7
HCV core dimer	-3	17	-4	0	2	-9	-2
GASC-1 inh	-21	-11	16	4	3	2	4
Efflux pump inh	1.4	-0.3	-0.1	0.1	0.0	-0.1	-0.2
PP5 primary	2.0	0.5	-1.3	2.2	3.1	2.4	-1.2
